cardiac RTF act: cardiac RTF calcium sensitivity activators, primary screen, biochemical, IANBD-TnC fluorescence, EC20 calcium | Troponin I, cardiac muscle (Homo sapiens) + Troponin T, cardiac muscle (Homo sapiens) + … | 0.24% of 340,000 active | IANBD-labeled TnC RTF fluorescence at EC20 calcium; 0% EC20 calcium, 100% full calcium | activation, % at 7.2 µM;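 active = activation above the mean over all tested compounds plus 3 SD, cut at about 30% in these data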;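 note: rise in fluorescence read as greater calcium sensitivity of cardiac thin filaments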
PvdQ inh: P. aeruginosa PvdQ acylase inhibitors, primary screen, biochemical, fluorescence, plate reader and imaging, single point; PvdQ acylase [Pseudomonas aeruginosa LESB58]; purified PvdQ acylase; inhibition, % at 10 µM; 0.063% of 340,000 active; in the data active = inhibition above about 30%, passing the limit was not always enough; inconclusive = no clear call, values can overlap the other calls;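 note: 0% = vehicle neutral wells and 100% = reference inhibitor wells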
Wnt act: Wnt/beta-catenin pathway activators, primary screen, cell-based, plate reader, single point | Wnt/beta-catenin reporter cell assay, activator | 1.2% of 300,000 active | activation, % at 9.35 µM | AID 743398, 2014; in the data active = activation above about 30%, passing the limit was not always enough; inconclusive = no clear call, values can overlap the other calls;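 note: 0% = neutral control wells and 100% = positive control wells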
Rtt109 Vps75: inhibitors of C. albicans Rtt109/Vps75 HAT, primary screen, biochemical, ThioGlo CoA-SH fluorescence, plate reader. purified Rtt109/Vps75, 4 h. inhibition, % at 34.9 µM. 0.16% of 330,000 active. AID 540336, 2011;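 active = inhibition of at least 50% in every replicate; inconclusive = best replicate reaches 50% inhibition but some replicates fall short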
Target sequence (Q5AAJ8 whole entry, looked up): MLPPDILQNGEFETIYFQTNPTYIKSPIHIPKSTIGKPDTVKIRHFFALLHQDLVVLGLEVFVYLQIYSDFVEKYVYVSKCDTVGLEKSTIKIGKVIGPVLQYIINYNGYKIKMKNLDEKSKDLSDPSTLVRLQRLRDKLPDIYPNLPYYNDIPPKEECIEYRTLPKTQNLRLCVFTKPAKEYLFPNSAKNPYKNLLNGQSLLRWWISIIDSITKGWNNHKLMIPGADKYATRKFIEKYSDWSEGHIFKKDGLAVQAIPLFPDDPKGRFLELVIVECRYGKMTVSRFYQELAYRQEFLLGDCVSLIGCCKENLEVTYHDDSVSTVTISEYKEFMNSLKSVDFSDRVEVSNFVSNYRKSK
CDK5 p35 inh: inhibitors of human CDK5/p35 kinase, primary screen, biochemical, single concentration; Cyclin-dependent kinase 5 (Homo sapiens) + Cyclin-dependent kinase 5 activator 1 (Homo …; Recombinant CDK5/p35, ADP-Glo luminescence, 60 min; inhibition, % at 10 µM; 0.01% of 330,000 active; AID 488839, 2010;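 active = highest replicate inhibition of at least 50% and at least 75% of replicates reaching 50%; inconclusive = only one of the two criteria met; inactive = both criteria failed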;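 note: plate controls were DMSO neutral control for no effect and GW8510 at 10 µM for full effect; many of its hits are not listed in these tables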
dFosB activator: activators of delta FosB homodimer, primary screen, biochemical, fluorescence polarization, TAMRA-CDK5 oligo, single point. AID 493131, 2011. 0.99% of 340,000 active. purified delta FosB; percent of positive-control signal above neutral wells. activation, % at 25 µM. Protein FosB (Mus musculus), P13346;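 active = mean activation above about 17%, with every replicate also reaching it, limit read from the data, passing the limit was not always enough; inconclusive = only one of the two conditions met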;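 note: fluorescence polarization rise as delta FosB binds a TAMRA Cdk5 AP-1 oligo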
Target sequence (P13346 whole entry, looked up): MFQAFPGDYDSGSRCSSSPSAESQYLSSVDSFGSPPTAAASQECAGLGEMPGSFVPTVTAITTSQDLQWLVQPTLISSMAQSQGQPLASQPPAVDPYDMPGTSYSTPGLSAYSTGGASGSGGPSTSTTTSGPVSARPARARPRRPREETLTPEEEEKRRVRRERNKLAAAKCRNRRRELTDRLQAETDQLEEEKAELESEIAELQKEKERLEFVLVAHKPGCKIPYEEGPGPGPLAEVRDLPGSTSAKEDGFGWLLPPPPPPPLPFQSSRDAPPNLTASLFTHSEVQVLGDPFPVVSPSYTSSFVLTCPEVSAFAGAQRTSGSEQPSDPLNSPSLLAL
SR-BI DiI inh: inhibitors of SR-BI mediated HDL lipid uptake, primary screen, ldlA[mSR-BI] cells, fluorescence, single point | 0.96% of 320,000 active | Scavenger receptor class B member 1 (Mus musculus), Q61009 | ldlA[mSR-BI] CHO cells, DiI-HDL uptake fluorescence, 3 h | inhibition, % at 12.5 µM;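 active = mean replicate inhibition of at least 70% and a set share of replicates each scoring 70 or more; inconclusive = meets just one of the two criteria; inactive = fails both criteria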;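 note: 0% = median of neutral control wells and 100% = median of positive control wells; values of inactives mirror those of a sister screen read the other way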
MITF TRPM1 HTS: activators of MITF-driven TRPM1 promoter reporter, primary screen, cell-based, SK-MEL-5, luciferase, single point. SK-MEL-5 TRPM1-promoter luciferase, 24 h; % of positive control, neutral wells = 0. activation, % at 12.5 µM. 0.75% of 300,000 active. AID 588334, 2011;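 active = mean activation of at least 80% with every replicate also reaching 80%; inconclusive = mean reaches 80% but some replicate falls short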;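 note: 0% = neutral control wells and 100% = parthenolide positive control wells; values of inactives mirror those of a sister screen read the other way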
SR-BI DiI-HDL act: activators of SR-BI mediated DiI-HDL uptake, primary screen, ldlA[mSR-BI] CHO cells, DiI fluorescence; activation, % at 12.5 µM; 0.096% of 320,000 active; 3 h; 100 = double the neutral-control signal;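 active = mean replicate activation of at least 60% and every replicate at or above 60%; inconclusive = mean or all-replicate condition met, but not both; inactive = mean below 60% and not all replicates reaching 60%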;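 note: 0% = median plate neutral-control signal and 100% = twice that signal; values of inactives mirror those of a sister screen read the other way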
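system = CHO ldlA[mSR-BI] cells, LDL receptor-null, SR-BI overexpressing | medium = Ham's F12 with 0.5% BSA, HEPES 25 mM, pH 7.4 | probe or stimulus = DiI-HDL 10 µg/mL | compound dosing = single-point compound dose | incubation = compound exposure 3 h, 37 °C | technique = DiI fluorescence, bottom read | read-out = cell-associated DiI fluorescence as measure of HDL uptake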
HTR5A ag: HTR5A agonists in luminescence cell assay, primary screen, counter-screen for OPRM1-OPRD1 heterodimer agonist project, full-deck HTS | 5-hydroxytryptamine receptor 5A (Homo sapiens), P47898 | cell-based | activation, % at 9.3 µM | 0.61% of 340,000 active; in the data active = activation mostly above about 9.5%, no sharp cut-off; inactive = mostly below about 7.6%;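 note: 0% = cells with vehicle only and 100% = reference agonist; strong numbers were not always called active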
Target sequence (P47898 whole entry, looked up): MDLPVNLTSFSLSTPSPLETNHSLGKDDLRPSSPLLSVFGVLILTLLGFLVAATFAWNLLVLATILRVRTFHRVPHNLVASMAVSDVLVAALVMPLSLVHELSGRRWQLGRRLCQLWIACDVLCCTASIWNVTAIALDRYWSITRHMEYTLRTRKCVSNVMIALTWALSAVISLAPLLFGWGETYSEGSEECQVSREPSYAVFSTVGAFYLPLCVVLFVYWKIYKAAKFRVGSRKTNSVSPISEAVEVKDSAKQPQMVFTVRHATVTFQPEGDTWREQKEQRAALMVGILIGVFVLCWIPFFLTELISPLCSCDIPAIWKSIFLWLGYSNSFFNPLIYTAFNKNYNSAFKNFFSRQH
* = called active by the depositor; ? = inconclusive; · = no result given. Random draw from the library. Share with any hit: about 4.4%.

SMILES	cardiac RTF act	PvdQ inh	Wnt act	Rtt109 Vps75	CDK5 p35 inh	dFosB activator	SR-BI DiI inh	MITF TRPM1 HTS	SR-BI DiI-HDL act	HTR5A ag
O=C1CCC([N+](=O)[O-])C(c2cccc3ccccc23)N1 (stereo not given)	2	-11	-2	-15	0.3	-1	-46	5	46	-4
O=C(NCc1ccc2c(c1)OCO2)c1ccc2c(c1)C(=O)N(CC1CCCO1)C2=O (stereo not given)	-4	3	·	4	0.2	3	3	-7	-3	2
Cc1oc(-c2ccccc2F)nc1CN1CCC(C(=O)NCc2cccs2)CC1	3	-8	·	-14	-4.1	2	3	-4	-3	0
O=C(NCCN1CCOCC1)c1cccc(S(=O)(=O)Nc2ccc(Br)cc2)c1	-2	-14	-1	6	1.3	-3	-5	5	5	4
CSc1ccccc1NC(=O)CN(C)CC(=O)Nc1ccc(N2CCOCC2)cc1	5	-14	-2	2	-1.3	-5	9	-2	-9	1
COc1ccccc1C(=O)Nc1ccnn1C1CCN(Cc2cc(C)c(C)cc2C)CC1	2	5	-1	-10	0.6	-16	57	3	-57	-3
Cc1nn(CCCC(=O)N2CCc3ccccc3C2)c(=O)c2cc3sccc3n12	3	7	-1	5	3.3	-15	2	·	-2	-4
O=C(Nc1ccccc1)c1ccc2c(c1)OCCCO2	-2	4	19	-8	7.7	-11	-10	24	10	0
COc1ccc(CCC(=O)Nc2nnc(C(C)(C)C)s2)cc1	2	-18	-1	-5	0.6	1	0	·	0	-2
O=c1ccc2ccc(OCc3nnc(-c4ccccc4Br)o3)cc2o1	-2	-8	5	1	-0.1	-8	28	·	-28	-7
CC(OC(=O)c1cc(=O)[nH]c2ccccc12)C(=O)Nc1ccc(Cl)cn1 (stereo not given)	1	-1	-3	-1	1.0	-6	-13	-2	13	6
COc1c(C(C)C)cc(NC(C)=O)cc1C(C)C	3	-15	·	-4	0.3	-1	-5	-7	5	-2
Cc1ccc(OCC(=O)N(Cc2ccccc2)c2ccccn2)cc1	4	-5	-2	-3	0.7	-7	15	4	-15	4
Nc1c(C(=O)c2ccc(Br)cc2)oc2ccccc12	2	-11	9	-5	-0.3	-2	11	16	-11	-3
Cc1ccc(C)c(NC(=S)NCCN(C2CCCCC2)C2CCCC2)c1	4	-14	0	3	1.7	-3	-30	-5	30	7

Another view of some results above.
The line under a structure holds: cardiac RTF act | PvdQ inh | Wnt act | Rtt109 Vps75 | CDK5 p35 inh | dFosB activator | SR-BI DiI inh | MITF TRPM1 HTS | SR-BI DiI-HDL act | HTR5A ag
COc1ccc(CCC(=O)Nc2nnc(C(C)(C)C)s2)cc1
  2 | -18 | -1 | -5 | 0.6 | 1 | 0 | · | 0 | -2
O=c1ccc2ccc(OCc3nnc(-c4ccccc4Br)o3)cc2o1
  -2 | -8 | 5 | 1 | -0.1 | -8 | 28 | · | -28 | -7

Other compounds.
SMILES	cardiac RTF act	PvdQ inh	Wnt act	Rtt109 Vps75	CDK5 p35 inh	dFosB activator	SR-BI DiI inh	MITF TRPM1 HTS	SR-BI DiI-HDL act	HTR5A ag
O=C(Nc1cccc(Br)c1)c1cc2ccccc2o1	-6	1	-3	2	1.3	-22	27	52	-27	4
O=C(COC(=O)c1ccc(Cl)nc1)Nc1ccc2c(c1)OCO2	1	2	-2	0	0.8	-4	-3	4	3	-2
O=C(NCCN1C(=O)S/C(=C\c2ccc(Cl)c(Cl)c2)C1=O)c1cnccn1	1	-14	·	-6	-0.5	-2	-16	6	16	-2
CC(=O)N1CCN(c2ccc(NC(=O)c3ccc(C(C)(C)C)cc3)cc2)CC1	3	-9	·	1	1.4	-14	47	32	-47	2
Cc1cccc(N(CC(=O)NC2CCCC2)C(=O)CS(=O)CC(=O)Nc2ccc3c(c2)OCO3)c1C (stereo not given)	1	-6	-4	10	1.1	-13	26	·	-26	-3
O=C(CC(=O)Nc1cc(Cl)ccc1Cl)Nc1cc(Cl)ccc1Cl	3	-17	2	-4	1.5	-10	24	3	-24	4
Cc1nc(N2CCOCC2)sc1C(=O)NN	0	-8	-2	-8	0.7	-9	-8	-11	8	-2
CCN1CCN(CCCNC(=O)c2ccccc2NC(=O)C2=C(C)OCCS2)CC1	2	-8	-2	-5	0.5	-12	-9	-1	9	0
COc1ccc(-c2cc(C)no2)cc1S(=O)(=O)N1CCOc2ccc(Cl)cc21	-5	-18	-2	-1	·	?	19	-20	-19	-2
O=C(N/N=C/c1ccccn1)c1ccc2nc[nH]c2c1	·	-13	-2	-14	1.0	-20	-2	·	2	·
COC(=O)c1ccc(/C=N/OCC(=O)NC2CCCC(C)C2C)cc1 (stereo not given)	4	-5	·	2	-6.0	-6	-3	-9	3	5
CC[N+](C)(C)Cc1ccccc1Br	-1	-5	0	-1	-2.8	-7	0	-2	17	1
COc1ccc(C2C(C#N)=C(SCC(=O)Nc3ccc(C)cc3)NC3=C2C(=O)CC(C)(C)C3)cc1 (stereo not given)	-6	0	-6	2	0.4	-4	42	-13	-42	0
O=C(NCCCN1CCOCC1)C(=O)NCCc1ccccc1	0	6	0	11	-1.3	-2	4	5	-4	4
CCN(C(=O)CSc1nnc(-c2ccccc2Cl)n1N)c1c(N)n(Cc2ccccc2)c(=O)[nH]c1=O	-9	7	1	-4	0.0	-3	25	-4	-25	-3

Ordered by SMILES length (low to high): some entries from above
SMILES	cardiac RTF act	PvdQ inh	Wnt act	Rtt109 Vps75	CDK5 p35 inh	dFosB activator	SR-BI DiI inh	MITF TRPM1 HTS	SR-BI DiI-HDL act	HTR5A ag
CC[N+](C)(C)Cc1ccccc1Br	-1	-5	0	-1	-2.8	-7	0	-2	17	1
O=C(Nc1cccc(Br)c1)c1cc2ccccc2o1	-6	1	-3	2	1.3	-22	27	52	-27	4
O=C(NCCCN1CCOCC1)C(=O)NCCc1ccccc1	0	6	0	11	-1.3	-2	4	5	-4	4
CCN(C(=O)CSc1nnc(-c2ccccc2Cl)n1N)c1c(N)n(Cc2ccccc2)c(=O)[nH]c1=O	-9	7	1	-4	0.0	-3	25	-4	-25	-3

(further entries)
SMILES	cardiac RTF act	PvdQ inh	Wnt act	Rtt109 Vps75	CDK5 p35 inh	dFosB activator	SR-BI DiI inh	MITF TRPM1 HTS	SR-BI DiI-HDL act	HTR5A ag
Cc1ccccc1-n1cc[nH]c1=S	1	-1	-1	-15	1.8	-2	0	-13	0	8
C[C@H]1C=C(C(=O)NCc2ccccc2)O[C@@H](OCc2ccc(CO)cc2)C1	2	-5	48*	0	1.0	-2	-7	5	7	3
CCC(C(=O)NC1CCCC1)N(Cc1ccco1)C(=O)CNS(=O)(=O)c1ccccc1 (stereo not given)	-3	-18	-1	-7	0.8	-7	-14	8	14	4
CC(Sc1nnnn1C)C(=O)Nc1nc(-c2ccc(F)c(F)c2)cs1 (stereo not given)	1	-1	0	-4	0.3	-8	48	5	-48	6
CC1CC1C(=O)N(C)CC(=O)Nc1cccc(F)c1 (stereo not given)	14	-14	1	-4	0.3	-4	-22	5	22	-4
CSc1ccccc1NC(=O)CN1CCN(Cc2ccccc2)CC1	4	-12	·	7	-0.5	-2	-6	6	6	0
CSCCC(NS(=O)(=O)c1ccccc1)C(=O)OCc1nc2ccsc2c(=O)[nH]1 (stereo not given)	-11	16	3	4	-1.4	-3	-38	6	38	0
CCn1cc(CN2CCCC(C(=O)Nc3cccc(-n4cccn4)c3)C2)c(C)n1 (stereo not given)	3	0	0	-3	-1.4	-7	-7	-10	7	1
COCCn1c(CN2CCN(C(c3ccccc3)c3ccccc3)CC2)nc2c1c(=O)n(C)c(=O)n2C	10	-22	-4	0	-0.8	-4	-14	0	14	3
O=C(CCc1nnc2ccc(N3CCC4(CC3)OCCO4)nn12)Nc1cc(F)ccc1F	0	-3	-2	1	0.6	-4	3	-4	-3	2
C[C@@]12C(=O)N(c3ccc(Br)cc3)C(=O)N1[C@@H]1c3ccccc3OC[C@@H]1[C@H]2c1ccccc1	7	-17	-7	-8	1.6	-3	18	1	-18	-6
CCc1ccc2c(c1)C(c1ccc([N+](=O)[O-])cc1)=NNC(c1ccccc1)=N2	3	-10	8	11	-1.4	-3	15	31	-15	-5
COc1cccc(N2CCN(C(=O)C3CCCN(c4ncnc5c4nc4n5CCCCC4)C3)CC2)c1 (stereo not given)	-1	-6	-2	21	-0.1	-14	13	-2	-13	2
CCN(CCCNC(=O)CN1C(=O)COc2ccccc21)c1ccccc1	2	5	-1	4	3.5	3	0	3	0	-5
COc1ccc(N2C(=O)CC(N3CCN(S(=O)(=O)c4c(F)cccc4F)CC3)C2=O)cc1OC (stereo not given)	3	-13	·	8	0.9	-8	-14	·	14	4

Reformatted with two lines to a compound: entries from further up.
The line under a structure holds: cardiac RTF act | PvdQ inh | Wnt act | Rtt109 Vps75 | CDK5 p35 inh | dFosB activator | SR-BI DiI inh | MITF TRPM1 HTS | SR-BI DiI-HDL act | HTR5A ag
- CSc1ccccc1NC(=O)CN1CCN(Cc2ccccc2)CC1
 : 4 | -12 | · | 7 | -0.5 | -2 | -6 | 6 | 6 | 0
- CC(Sc1nnnn1C)C(=O)Nc1nc(-c2ccc(F)c(F)c2)cs1 (stereo not given)
 : 1 | -1 | 0 | -4 | 0.3 | -8 | 48 | 5 | -48 | 6

The listing continues:
SMILES	cardiac RTF act	PvdQ inh	Wnt act	Rtt109 Vps75	CDK5 p35 inh	dFosB activator	SR-BI DiI inh	MITF TRPM1 HTS	SR-BI DiI-HDL act	HTR5A ag
O=C(N/N=C/c1ccco1)c1cccc(N2Cc3ccccc3C2)c1	-5	-13	3	5	-1.2	8	·	-4	·	1
Cc1ccc(S(=O)(=O)NC(C)C(=O)N2CCOCCOCCOCCOCC2)cc1 (stereo not given)	1	-18	-2	-1	2.3	-3	·	-7	·	9
CCc1cc(=O)oc2c(CN3CCCC3)c(O)c(Cl)cc12	2	-18	1	-12	-0.9	6	-9	·	9	1
c1cncc(-c2nc(-c3ccco3)cs2)c1	6	2	·	-5	0.1	1	-14	67	14	1
C#CCOCCOCCOCCNc1nc(N2CCN(C(=O)Cn3cc(CC(C)O)nn3)CC2)nc(N2CCN(C(=O)[C@H](C)n3cc(CCC(=O)O)nn3)CC2)n1 (stereo not given in full)	2	-16	-1	1	0.3	5	-10	1	10	1
